CCT chaperon mod – cytosolic chaperonin activity modulation. purified chaperonin ATPase assay, HTRF ADP detection, 30 min. activity change, % (concentration not given with the values), hits read low. hit rate 0.3% among 360,000. AID 651819; in the data active means activity change below about -30%; further: on the % scale 0 is the no-effect control and ±100 the full control effect
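Enzyme 40 or 20 nM (batch-dependent) in Tris pH 7.4/KCl/MgCl2/DTT; cpd 76 uM single point; ATP 10 uM; 30 min 37 °C; Transcreener ADP HTRF detection, 30 min RT; ratio 665/615.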
EPAC1 antag – blocks human EPAC1 exchange factor | EPAC1 GEF assay, Rap1b-BODIPY-GDP exchange fluorescence | hit rate 0.14% among 360,000 | O95398 | Potency, µM (titrated, usually from 115 µM), without a hit: top-dose activity change, negative = inhibition, hits mostly inhibitors;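 further: potency means the concentration at half of the fitted maximal effect; plate controls were vehicle for no effect and positive control for full effect; nearly all actives have a fitted effect of over 50% in size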
PLK1 PBD block – blocks phosphopeptide binding to human PLK1 polo-box domain; P53350; Plk1 PBD binding of FITC phosphopeptide, fluorescence polarization; Potency, µM, without a hit: max response, negative = inhibition, usual class: inhibitors; hit rate 2.8% among 360,000; AID 720504; further: potency means the concentration at half of the fitted maximal effect; series mostly up to about 57 µM; on the % scale 0 is the no-effect control and ±100 the full control effect; nearly all actives have a fitted effect of over 65% in size
Target sequence (P53350 whole entry, looked up, the tested form may be a part): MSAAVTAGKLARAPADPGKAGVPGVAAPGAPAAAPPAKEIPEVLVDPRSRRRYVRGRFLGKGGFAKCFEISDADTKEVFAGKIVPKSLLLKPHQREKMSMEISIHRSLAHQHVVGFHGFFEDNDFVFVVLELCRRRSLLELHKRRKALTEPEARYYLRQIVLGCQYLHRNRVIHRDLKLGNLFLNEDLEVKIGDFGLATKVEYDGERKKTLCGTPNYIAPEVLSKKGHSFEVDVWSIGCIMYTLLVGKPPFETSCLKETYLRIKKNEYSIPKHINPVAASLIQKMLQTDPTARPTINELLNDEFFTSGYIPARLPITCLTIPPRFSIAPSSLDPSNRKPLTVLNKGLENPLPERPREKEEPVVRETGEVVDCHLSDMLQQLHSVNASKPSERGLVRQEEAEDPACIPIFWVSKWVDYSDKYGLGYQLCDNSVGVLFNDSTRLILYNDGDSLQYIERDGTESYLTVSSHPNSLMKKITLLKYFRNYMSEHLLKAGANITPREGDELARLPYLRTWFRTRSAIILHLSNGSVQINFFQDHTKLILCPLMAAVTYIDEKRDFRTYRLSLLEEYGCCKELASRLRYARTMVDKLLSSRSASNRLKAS
EPAC1 agonist – agonists of human EPAC1 | O95398 | EPAC1 agonist qHTS, biochemical assay; response scale: 100% = response to 6.5 mM cAMP | Potency, µM (titrated, usually from 154 µM), inactives show at the top dose activation, usual class: activators | hit rate 0.073% among 360,000 | AID 720707; further: potency means the concentration at half of the fitted maximal effect; nearly all actives have a fitted effect of over 60% in size
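EPAC1 100 nM, Rap1B–BODIPY-GDP 250 nM, unlabeled GDP 50 uM; compound titration; 5 min RT; kinetic read ex480/em540 at 5-min intervals ×30 min; data normalized to 6.5 mM cAMP agonist control.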
MmCpn inh – inhibitors of Methanococcus maripaludis chaperonin (MmCpn); Potency, µM (series often up to 76.9 µM), for the others: at the top dose activity, negative = inhibition, most hits filed as inhibitors; purified Mm-Cpn ATPase, ADP Transcreener TR-FRET; hit rate 0.031% among 330,000; further: potency means the concentration at half of the fitted maximal effect; on the % scale 0 is the no-effect control and ±100 the full control effect; nearly all actives have a fitted effect of over 80% in size
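Quantitative HTS used 25 nM Mm-CPN and 10 uM ATP in magnesium/KCl Tris buffer, pH 7.4, with 1 mM DTT. Hydrolysis ran 30 min at 37°C; ADP was read by HTRF.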
WRN helicase inh – WRN helicase (human) inhibition. Q14191. WRN helicase unwinding, fluorescent forked duplex, kinetic. Potency, µM (top dose mostly 114 µM), without a hit: at the top dose activity change, negative = inhibition, usual class: inhibitors. hit rate 0.46% among 360,000; further: potency means the concentration at half of the fitted maximal effect; on the % scale 0 is the no-effect control and ±100 the full control effect; nearly all actives have a fitted effect of over 55% in size
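Kinetic fluorescence helicase assay: unwinding of a quenched forked DNA duplex (100 nM final) with 2 mM ATP final raises red fluorescence (525/598 nm). Compounds sat 15 min at room temperature with 20 nM WRN beforehand.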
PI5P4Ka inh – blocks human PI5P4K alpha kinase activity; P48426; PI5P4Kalpha enzyme, ADP-Glo luminescence, 60 min; active compounds read low; max response, %; hit rate 1.2% among 330,000; AID 652105; active means max response of -50% or lower; inconclusive means between -30% and -50%; inactive means -30% or higher; further: value at the top dose of about 77 µM; on the % scale 0 is the no-effect control and ±100 the full control effect
Target sequence (P48426 whole entry, looked up): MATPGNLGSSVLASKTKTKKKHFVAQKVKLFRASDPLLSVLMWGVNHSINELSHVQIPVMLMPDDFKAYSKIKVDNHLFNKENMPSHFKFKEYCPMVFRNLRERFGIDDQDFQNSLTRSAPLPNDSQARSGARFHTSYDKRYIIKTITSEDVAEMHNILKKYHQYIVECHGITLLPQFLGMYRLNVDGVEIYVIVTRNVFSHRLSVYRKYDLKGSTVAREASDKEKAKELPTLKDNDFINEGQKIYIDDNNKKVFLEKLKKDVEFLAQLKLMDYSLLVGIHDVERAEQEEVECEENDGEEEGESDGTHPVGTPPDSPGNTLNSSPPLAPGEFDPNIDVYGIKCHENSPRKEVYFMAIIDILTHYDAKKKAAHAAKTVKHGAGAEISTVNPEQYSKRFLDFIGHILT
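PI5P4Kalpha ADP-Glo assay; 5 microM ATP final; 60 min RT reaction; HEPES pH 7.4/EGTA/CHAPS, 5% DMSO; controls lacking substrate or enzyme; luminescent end-point.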
EPAC2 antagonist – EPAC2 (human) antagonism; hit rate 0.18% among 360,000; Potency, µM (doses to about 114 µM), for inactives: at the highest dose activity, negative = inhibition, usual class: inhibitors; AID 720708; EPAC2 GEF exchange of Rap1B-BODIPY-GDP, fluorescence; further: potency means the concentration at half of the fitted maximal effect; on the % scale 0 is the no-effect control and ±100 the full control effect; nearly all actives have a fitted effect of over 45% in size; many of its hits are not listed in these tables
An asterisk follows results filed as active; ? = inconclusive; / = not tested or not shown; & = joins results of further samples; [ ] = remark or other dose. Unless noted, the call rests on the fitted dose curve; in most records, active means well fitted curve in the direction sought with a large enough effect; inconclusive means small, poorly fitted or top-dose-only effect, or another doubt; inactive means no such curve, though single readings can be large; an effect the other way counts as inactive or inconclusive. Some of the compounds tested. The share of hits here may be higher or lower than overall.

Compound | CCT chaperon mod | EPAC1 antag | PLK1 PBD block | EPAC1 agonist | MmCpn inh | WRN helicase inh | PI5P4Ka inh | EPAC2 antagonist
Cc1ccc2nsnc2c1-n1c(C)nc2ccccc2c1=O | 1.3 | -5% | -4% | 7% | -2% | -14% | / | -2%
C=CCn1c(O)c(C(CC)=Nc2ccc3c(c2)CCC3)c(=O)[nH]c1=O | -4.3 | -10% | -4% | -2% | 2% | -7% | 8 | -3%
COC(=O)[C@H]1C[C@@H]1[C@H](NP(=O)(c1ccccc1)c1ccccc1)c1ccccc1 | -4.7 | -1% | -2% | 2% | 2% | 2% | -1 | -6%
CON(C)C(=O)Nc1ccc(Cl)cc1 | -0.1 | -4% | -8% | 6% | 1% | 1% | / | 1%
O=C(O)CC[N+](=O)[O-] | -1.0 | 8% | 1% | -17% | / | 2% | -2 | 3%
Cc1cc(O)c2c(c1)C(=O)C13C(=C2O)C(=O)[C@H]2[C@@H](O)[C@@H]1[C@H]1[C@H](O)[C@@H]3C(=O)C3=C(O)c4c(O)cc(C)cc4C(=O)C312 (some centres undefined) | -2.7 | ? | -14% | / | -1% | ? | -53* | 20%
N#CC(c1cccnc1)N1CCOCC1 (centres undefined) | -3.6 | -3% | -3% | 20% | -1% | 1% | -1 | -1%
c1ccc(-c2ccc(C(c3ccccc3)n3ccnc3)cc2)cc1 (centres undefined) | -2.3 | -7% | ? | 8% | 1%&0% | -5% | ? | ?
COc1ccccc1OCCCn1cc(C(=O)c2ccco2)c2ccccc21 | 1.4 | 3% | -3% | 17% | -11% | -23% | / | 10%
O=[As](O)(O)c1ccc(N=Nc2ccc(O)cc2)cc1 | 2.1 | -11% | -6% | -15% | -2% | 6% | -13 | 11%
Cc1nn(-c2ccccc2)c2c1C(c1ccc3c(c1)OCO3)SCC(=O)N2 (centres undefined) | 0.0 | 2% | -7% | 6% | 0% | -11% | / | -12%
N#CCCn1cc(C(=O)NCc2ccccc2)c(-c2ccccc2)n1 | 2.0 | -8% | -8% | 5% | 0% | -7% | 7 | 3%

Brought forward from above: three entries, followed by the next part.
Compound | CCT chaperon mod | EPAC1 antag | PLK1 PBD block | EPAC1 agonist | MmCpn inh | WRN helicase inh | PI5P4Ka inh | EPAC2 antagonist
O=[As](O)(O)c1ccc(N=Nc2ccc(O)cc2)cc1 | 2.1 | -11% | -6% | -15% | -2% | 6% | -13 | 11%
Cc1nn(-c2ccccc2)c2c1C(c1ccc3c(c1)OCO3)SCC(=O)N2 (centres undefined) | 0.0 | 2% | -7% | 6% | 0% | -11% | / | -12%
N#CCCn1cc(C(=O)NCc2ccccc2)c(-c2ccccc2)n1 | 2.0 | -8% | -8% | 5% | 0% | -7% | 7 | 3%
O=c1[nH]c(=O)n(C2CCCCC2)c(O)c1/C=N/N1CCCCC1c1cccnc1 (centres undefined) | -1.9 | -6% | 1% | 4% | 1% | 0% | 0 | -2%
COc1ccc(/C=C/C=C2C(=O)NC(=S)NC2=O)cc1 | 0.0 | 3% | 0.53µM* | 2% | / | 45µM* | -50* | 11%
N#C[C@H](O[C@@H]1O[C@H](CO[C@@H]2O[C@H](CO)[C@@H](O)[C@H](O)[C@H]2O)[C@@H](O)[C@H](O)[C@H]1O)c1ccccc1 | -0.2 | -7% | 3% | -23% | -1% | -8% | 8 | 15%
CCC(=NCCCN1CCOCC1)c1c(O)n(-c2ccccc2C)c(=O)[nH]c1=O | 0.6 | 11% | 6% | 0% | -1% | 9% | 2 | 2%
O=P(NCc1ccccc1)(Oc1ccccc1)Oc1ccccc1 | -0.5 | -11% | -27% | / | 0% | -14% | 0 | ?
CCOP(=O)(OCC)C(NC(=O)Cc1ccccc1)C(Cl)(Cl)Cl (centres undefined) | 0.7 | -1% | -5% | -2% | 0% | 4% | 8 | 11%
COC(=O)[C@@H](N)CCCN=C(N)N[N+](=O)[O-] | -0.2 | 4% | 3% | -25% | 2% | 5% | -1 | 22%
COC(=O)C1=C(c2ccc(OC)c(OC)c2)C[C@@H]2CC[C@H]1N2C(=O)NCc1cc(C)oc1C(F)(F)F | 0.2 | 0% | -3% | -6% | 4% | 8% | 0 | -8%
C=C[C@H]1CN2CC[C@H]1C[C@H]2[C@H](O)c1ccnc2ccccc12 | -1.4 | -5% | -4% | -18% | 1% | -1% | 2 | 2%
COc1ccc(C2NCc3ccc4c(c3-n3cccc32)OCO4)cc1O (centres undefined) | 0.8 | 8% | 0% | -3% | 1% | -2% | 4 | 4%
c1cncc(C2CC(c3cccs3)n3ncnc3N2)c1 (centres undefined) | 1.4 | 6% | -1% | 4% | 1% | 2% | -4 | -1%
O=c1c2ccccc2nc(N2CCCC2)n1-c1ccccc1 | -1.4 | -10% | -10% | 4% | 1% | -7% | 0 | 3%
CCc1ccc(/C=C(/C#N)C(N)=S)cc1 | -0.6 | 1% | 7.5µM* | 4% | -15% | -9% | 3 | -5%
Cc1cccc(C)c1OCc1n[nH]c(=S)n1N | -2.7 | -30% | ? | 1% | -2% | 1% | -10 | 1%
Cc1ccc2c(c1)C1CN(C)CCC1N2C(=O)COc1ccc(S(=O)(=O)N2CCOCC2)cc1 (centres undefined) | 0.5 | 3% | -12% | 5% | 0% | -10% | / | -2%
CC1OC(NCCc2ccccc2)C(O)C(O)C1O (centres undefined) | 0.4 | 11% | -2% | 3% | 0% | 5% | 5 | 3%
CCC1CN1P(=O)(N1CCCC1)N1CC1CC (centres undefined) | -3.1 | 1% | 0% | -1% | / | -5% | 0 | 17%
CN1CCN(c2ccc(N)cc2Cl)CC1 | -1.7 | 14% | 15µM* | 7% | -2% | -5%[57.1 µM] | ? | -7%
O=C(O)c1nn(Cc2ccc(Cl)cc2)c2ccccc12 | -4.3 | -6% | -16% | 5% | / | 9% | -1 | 4%
O=C1CN=C(c2ccccc2)c2ccccc2N1Cc1ccc(C(F)(F)F)cc1 | -3.8 | -7% | -12% | 12% | 1% | -6% | / | -11%
COc1ccc(-n2nnnc2C(c2cccs2)N2CCC3(CC2)C(=O)NCN3c2ccccc2)cc1 (centres undefined) | -2.3 | -3% | 3% | -2% | / | -4% | -5 | 10%
CC(C(O)c1ccccc1)N(C)CCn1cnc2c1c(=O)n(C)c(=O)n2C (centres undefined) | 0.6 | -19% | -12% | 7% | 3% | 2% | 1 | 1%
CC(=O)N1CN2CN(C(C)=O)CC(C(=O)c3ccccc3)(C2)C1 | 1.2 | 9% | -3% | 1% | 1% | -12%[57.1 µM] | -1 | 21%
O=P1(NCCCl)OCCCN1CCCl (centres undefined) | -5.4 | -11% | -16% | -15% | 1% | 4% | -1 | 15%
CN1CC(C(=O)c2ccccc2)C(c2ccccc2)C1 (centres undefined) | -1.9 | -1% | 6% | 3% | -2% | 9% | 4 | -6%
O=C1NC2NC(=O)N([N+](=O)[O-])C2N1 (centres undefined) | 2.5 | -6% | -2% | 10% | -1% | 3% | -1 | 4%
COC(=O)C1=C(c2ccc(-c3ccccc3)c(F)c2)C[C@@H]2CC[C@H]1N2C(=O)N1CCc2cc(OC)c(OC)cc2C1 | 1.1 | -4% | -14% | 11% | -8% | -3% | 1 | -14%
COC(=O)C1=C(c2cc3ccccc3o2)C[C@@H]2CC[C@H]1N2C(=O)NCc1ccccc1 | -2.0 | -12% | 5% | 3% | / | 5% | 1 | 1%
COC12CCC3(CC1C(C)(O)C(C)(C)C)[C@H]1Cc4ccc(O)c5c4[C@@]3(CCN1CC1CC1)C2O5 (some centres undefined) | -1.4 | -4% | -4% | -24% | 1% | -12% | -1 | 2%
S=c1[nH]nc(C2CC2)n1Cc1ccccc1 | 0.3 | -2% | ? | -2% | 2% | 0% | 7 | -8%
O=c1[nH]c(=S)n(-c2ccccc2Cl)c(O)c1C=NCCN1CCNCC1 | -1.1 | -2% | -4% | 3% | 0% | -7% | -6 | 0%
COc1cc(OC)c(OC)cc1/C=C1/C(=O)NC(=O)N(Cc2ccccc2)C1=O | 0.4 | -9% | ? | -2% | -1% | 79µM* | ? | -2%
CCC(=O)c1cn(Cc2ccccc2)c2ccccc12 | 1.7 | 1% | -1% | 5% | 1% | 4% | -5 | ?
Cc1ccc2c(c1)C1CN(C)CCC1N2C(=O)/C(C#N)=C/c1ccc2c(c1)OCO2 (centres undefined) | -3.8 | 1% | -24% | 2% | -1% | -4% | -9 | 12%
COC(=O)C1=C(c2ccc(F)cc2F)C[C@@H]2CC[C@H]1N2C(=O)NCc1ccc(F)cc1 | -3.0 | -9% | -11% | -3% | 0% | 12% | 1 | ?
NC(N)=N/N=C/c1ccc(N2CCOCC2)cc1 | -7.8 | -4% | 2% | 1% | -6% | -11% | 0 | -1%
Fc1ccc(CNCCc2ccccc2F)cc1 | 5.2 | -10% | -3% | -5% | 1% | 14% | 3 | 3%
Cc1ccc(/C=C2\C(=O)NC(=S)N(c3ccc(F)cc3)C2=O)o1 | -1.9 | -23% | 3.8µM* | 4% | -3% | ? | -59* | 20%
CCn1c(O)c(C=NCc2ccccc2)c(=O)[nH]c1=S | -2.6 | -1% | 5% | 7% | -4% | -4%[57.1 µM] | 2 | -6%
CCC1(Oc2ccccc2)C(=O)NC(=O)NC1=O | 0.5 | 3% | 0% | -4% | / | 0% | -1 | 0%
CCCCn1c(=O)c(C=Nc2cccnc2Cl)c(O)n(CCCCl)c1=O | -2.1 | -15% | -4% | 8% | -2% | -4% | 4 | -1%
COc1ccc(NP2(=O)OCC(C)(N)CO2)cc1 (centres undefined) | -0.3 | 3% | 0% | 6% | / | 0% | 15 | 1%
CCCCCCn1c(O)c(C=NC2CCN(Cc3ccccc3)CC2)c(=O)[nH]c1=O | 0.4 | 2% | -4% | 2% | -1% | -2% | 0 | -7%
C[C@]12CC[C@@H](O)C[C@@H]1CC[C@@H]1[C@@H]2CC[C@]2(C)C(=O)CC[C@@H]12 | -1.1 | 2% | 5% | 1% | 1% | -2% | 3 | -17%
CC/C(=N\N1CCCCCC1)c1c(O)n(-c2ccccc2C)c(=O)[nH]c1=O | 1.6 | 2% | 1% | -5% | 0% | 0% | -4 | 2%
O=c1[nH]c(CN2CC=C(c3ccccc3)CC2)nc2scc(-c3cccs3)c12 | 0.2 | -3% | 4% | -8% | -6% | -11% | -3 | -1%
Cc1ccc2n1Cc1cnnn1-c1ccccc1-2 | 1.2 | -13% | 3% | -2% | / | 3% | -1 | -21%
CCC(=O)c1ccc(OCC(=O)N2CCN(CC(=O)Nc3ccc(C)cc3)CC2)cc1 | -1.4 | 2% | -6% | 8% | -1% | 1% | 1 | -10%
COc1cccc(C(C)(O)c2nc(-c3cccc(F)c3)cs2)c1 (centres undefined) | 1.1 | -25% | -3% | -7% | / | -8% | 15 | ?
CCCCNC(=S)N1CCn2cccc2C1c1cccnc1 (centres undefined) | 2.9 | -11% | -1% | -10% | 0% | 3% | -8 | 4%

Assay outcomes (PubChem)
